Compound activity (PubChem BioAssay)
MCF10A rereplic – A quantitative high throughput screen for small molecules that induce DNA re-replication in MCF 10a normal breast cells. MCF 10A DNA re-replication, Hoechst nuclear intensity, 48 h. 350,000 compounds, 2.9% hits. Potency, µM (top dose mostly 46.1 µM), inactives show at the highest dose activity, positive = re-replication, actives largely listed as activators; note: % of control where 0% means no effect; nearly all actives have a fitted effect of over 50% in size
ATXN2 expr inh – Primary qHTS for Inhibitors of ATXN expression. HEK-293 ATXN2-luciferase reporter, luminescence, 24 h. Potency, µM (highest dose often 57 µM), for the others: top-dose activity change, negative = inhibition, actives largely listed as inhibitors. 360,000 compounds, 0.72% hits; note: % is set by controls: 0 for no effect and ±100 for the full control effect; nearly all actives have a fitted effect of over 55% in size
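ATXN2-luciferase reporter cells (luciferase flanked by upstream and downstream ATXN2 gene portions) were treated 24 h at 37 °C with compounds at up to 57 uM. SteadyGlo luminescence gave expression; GF-AFC fluorescence gave viability.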
Nrf2 inh – Nrf2 qHTS screen for inhibitors | A549 ARE-Fluc reporter, luciferase luminescence, 18-24 h | Potency, µM (titrated, usually from 46 µM), inactives show top-dose activity change, negative = inhibition, usual class: inhibitors | 360,000 compounds, 2.1% hits; note: % is set by controls: 0 for no effect and ±100 for the full control effect; nearly all actives have a fitted effect of over 60% in size
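In this cell-based qHTS, ARE-driven firefly luciferase in A549 cells reports Nrf2 activity; the luminescent signal after BugLite lysis is the measured value, with a prior CellTiter-Fluor read for cell health.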
TGFb inhibitor – qHTS for Inhibitors of TGF-b; Potency, µM (top dose mostly 46.1 µM), inactives show top-dose activity, negative = inhibition, usual class: inhibitors; 410,000 compounds, 1.2% hits; HepG2 CAGA-GFP TGF-b/SMAD3 reporter, GFP fluorescence, 18 h; TGF-beta stimulated, 500 pg/mL final; note: % is set by controls: 0 for no effect and ±100 for the full control effect; nearly all actives have a fitted effect of over 65% in size
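HEPG2 CAGA-GFP cells (1000/well, DMEM with 1% FBS) were pre-incubated 2 h at 37 degrees C, given compound by pin tool, then stimulated with TGF-beta at 500 pg/mL final for 18 h before per-cell GFP fluorescence imaging.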
EPAC2 antagonist – qHTS for Antagonist of cAMP-regulated guanine nucleotide exchange factor 2 (EPAC2): primary screen; Rap guanine nucleotide exchange factor 4 (Homo sapiens), Q8WZA2; EPAC2 GEF exchange of Rap1B-BODIPY-GDP, fluorescence; 360,000 compounds, 0.18% hits; Potency, µM (titrated, usually from 114 µM), for inactives: at the highest dose activity, negative = inhibition, usual class: inhibitors; note: % is set by controls: 0 for no effect and ±100 for the full control effect; nearly all actives have a fitted effect of over 45% in size; many of its hits are not listed in these tables
Target sequence (Q8WZA2 whole entry, looked up): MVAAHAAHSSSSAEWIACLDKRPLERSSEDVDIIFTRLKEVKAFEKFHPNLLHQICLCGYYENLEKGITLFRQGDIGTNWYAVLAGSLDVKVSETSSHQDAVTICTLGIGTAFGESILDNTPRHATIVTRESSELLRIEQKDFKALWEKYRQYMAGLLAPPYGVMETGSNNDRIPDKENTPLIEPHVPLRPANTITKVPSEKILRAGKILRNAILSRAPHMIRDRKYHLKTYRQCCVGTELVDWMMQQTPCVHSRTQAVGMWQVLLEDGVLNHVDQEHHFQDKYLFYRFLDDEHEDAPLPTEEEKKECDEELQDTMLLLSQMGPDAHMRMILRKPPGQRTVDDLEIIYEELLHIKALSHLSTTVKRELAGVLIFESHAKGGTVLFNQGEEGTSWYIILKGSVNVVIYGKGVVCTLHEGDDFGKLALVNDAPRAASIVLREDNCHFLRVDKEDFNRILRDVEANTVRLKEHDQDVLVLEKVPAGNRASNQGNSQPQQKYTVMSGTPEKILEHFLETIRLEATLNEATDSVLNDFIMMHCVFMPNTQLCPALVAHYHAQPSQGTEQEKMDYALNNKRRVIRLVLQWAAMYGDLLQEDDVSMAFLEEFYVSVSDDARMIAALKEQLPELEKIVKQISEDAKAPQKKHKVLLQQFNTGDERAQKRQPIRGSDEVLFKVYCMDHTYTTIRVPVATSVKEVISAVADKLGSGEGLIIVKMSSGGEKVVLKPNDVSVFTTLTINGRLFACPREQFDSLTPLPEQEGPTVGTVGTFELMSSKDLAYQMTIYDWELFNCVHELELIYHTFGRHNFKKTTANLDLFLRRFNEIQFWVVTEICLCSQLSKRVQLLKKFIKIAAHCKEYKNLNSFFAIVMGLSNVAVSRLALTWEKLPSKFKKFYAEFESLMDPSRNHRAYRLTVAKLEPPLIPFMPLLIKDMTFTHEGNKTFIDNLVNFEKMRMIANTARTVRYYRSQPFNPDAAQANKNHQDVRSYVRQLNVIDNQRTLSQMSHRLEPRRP
HepG2 viability – qHTS for Inhibitors of TGF-b: Cytotox Counterscreen; HepG2 CAGA-GFP viability, ATP luminescence, 18 h; Potency, µM (doses to about 46.1 µM), for inactives: top-dose activity change, negative = cytotoxicity, most hits filed as cytotoxic; 410,000 compounds, 0.76% hits; AID 588856, 2011; note: some results filed as inactive show a strong effect at the top dose
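CellTiter-Glo luminescence gave cytotoxicity after 18 hours at 37 degrees C. The cells were HepG2 CAGA-GFP in 1% FBS DMEM, stimulated with 500 pg/mL TGF-beta after compound addition. %Activity was normalised to no-cell wells (complete cell-killing) and DMSO (no toxicity), and curves were fitted and classified.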
Nrf2 ARE act – qHTS of Nrf2 Activators; AREc32 ARE-luciferase reporter (MCF7-derived line), luminescence, 24 h; Potency, µM (top dose mostly 46.1 µM), inactives show top-dose activation, most hits filed as activators; 410,000 compounds, 0.31% hits; note: % of control where 0% means no effect; nearly all actives have a fitted effect of over 65% in size
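Cells of the AREc32 ARE-luciferase line are plated in OPTI-MEM containing 5% FBS and left overnight at 37 deg C. Compounds are pinned in, incubation continues 24 hr, and firefly luciferase signal is then measured.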
A549 viability – Nrf2 qHTS screen for inhibitors: counterscreen for cytotoxicity | A549 ARE-Fluc cells, CellTiter-Fluor viability, 18-24 h | Potency, µM (titrated, usually from 46 µM), without a hit: top-dose activity change, negative = cytotoxicity, hits mostly inhibitors | 390,000 compounds, 0.16% hits; note: % is set by controls: 0 for no effect and ±100 for the full control effect
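A549 ARE-Fluc cells in 5% FBS OPTI-MEM, 5000 cells/well, rested 2 h then exposed to compounds in concentration-response for 18-24 h at 37 °C. Viability by CellTiter-Fluor fluorescence (Ex 405/Em 525) after 30 min; luciferase luminescence (BugLite, 15 min, RT) read afterwards.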
S2 tox – Viability Counterscreen for Primary qHTS for Inhibitors of ATXN expression; S2 cells (HEK-293 line with an ATXN2-luciferase reporter) viability, CellTiter-Fluor protease fluorescence, 24 h; 400,000 compounds, 0.49% hits; Potency, µM (highest dose often 56.7 µM), most hits filed as cytotoxic; AID 651635, 2014; note: nearly all actives have a fitted effect of over 40% in size
The depositor's hits bear a star; i = inactive; ? = inconclusive; nt = no result given; & = joins results of further samples; [ ] = remark or other dose. Calls come from the whole dose curve; as a rule, active = well fitted curve in the direction sought with a large enough effect; inconclusive = small, poorly fitted or top-dose-only effect, or another doubt; inactive = no such curve, though single readings can be large; an effect the other way counts as inactive or inconclusive. Potency is the fitted concentration of half-maximal effect. A portion of the library; count on the stated rates, not on these rows.

smiles | TGFb inhibitor | A549 viability | S2 tox | Nrf2 ARE act | EPAC2 antagonist | MCF10A rereplic | HepG2 viability | ATXN2 expr inh | Nrf2 inh
COc1cc(C2c3cc4c(cc3CC3COC(=O)N32)OCO4)cc(OC)c1OC (centres undefined) | -14% | -18% | ? | 0.1% | 12% | 1.3µM* | -2% | 5% | ?
Cc1ccc(N(C)S(=O)(=O)c2ccc3c(c2)CC(C)N3C(=O)C2CC2)cc1 (centres undefined) | -2% | 6% | i | -0.7% | -4% | 4% | 20% | -15% | -10%
Cc1cc(C(F)F)n2nc(C(=O)Nc3c(F)cc(F)cc3Br)nc2n1 | 20% | 3% | i | -0.6% | -20% | 0% | -1% | -26% | nt
COCCSc1ccccc1C(=O)N1CCC(Cc2ccccc2)CC1 | -4% | 7% | i | 0.2% | 4% | ? | -2% | -6% | -18%
O=C(N/N=C/c1ccc[nH]1)c1cccc(Br)c1 | 2% | -1% | ? | -0.5%[9.22 µM] | 2% | -1% | 2% | 13% | -14%
COc1cc2[nH]c(=S)n(Cc3ccccc3)c(=O)c2cc1OC | -12% | 9% | i | 1.8% | ? | ? | -3% | ? | -7%
O=C(CSc1nnc2n(C3CCCCC3)c(=O)c3ccccc3n12)OC1CCCCC1 | 4% | 3%[1.84 µM] | ? | -0.7% | 3% | -8% | -2% | -15% | 13%
Cc1ccc(NC(=O)C(C)N2C(=O)c3ccccc3S2(=O)=O)cc1Cl (centres undefined) | -4% | -8% | i | -0.2% | 5% | 24% | 13% | 8% | -16%
O=C(NNC(=O)C1CCC1)c1ccc(Br)cc1 | 11% | -2% | i | -0.5% | 15% | -2% | -6% | 4% | -3%
Cc1ccccc1-c1nnn(Cc2ccc(-c3nn[nH]n3)cc2)n1 | -19% | -4% | i | 0.3% | ? | 5%[9.22 µM] | -2% | -6% | -5%
COc1ccccc1NC(=S)N(CCN1CCOCC1)Cc1ccccc1F | -1% | 0% | i | 0.2% | -4% | 8% | 3% | -9% | -21%
CC(=O)c1ccc(N2CCN(c3ncnc4c3cnn4-c3cc(Cl)ccc3C)CC2)cc1 | -13% | -1% | i | 0.1% | nt | nt | -13% | -19% | nt
Cc1cc(Br)ccc1NC(=O)CN(C)C(=O)CNC(=O)Cc1ccccc1 | 10% | 1% | i | 0.4% | 3% | -5% | -9% | 6% | 2%
Cc1ccc2[nH]c3c(c2c1)CN(C(C)C)CC3 | 0% | -9% | i | -0.1% | 0% | 0% | 4% | -37% | -2%
Cc1cccc(NC(=O)COC(=O)Cc2cccc(C(F)(F)F)c2)c1C | -2% | 0% | i | -0.4% | 7% | 7% | -5% | -2% | 1%
COc1cccc(OCC(=O)NNC(=O)C(=O)Nc2cccc(C)c2)c1 | -4% | 3% | i | 3.0% | 6% | 20% | 1% | 53%[activator] | ?
COc1cc(CN2CCN(Cc3ccc4cc(F)ccc4n3)CC2CCO)cc(OC)c1 (centres undefined) | 3% | -2% | i | 2.4% | -1% | 1% | -10% | -6% | -12%
CCOC(=O)c1cnc(-n2nc(C)cc2C)[nH]c1=O | 3% | 0% | i | 0.2% | -1% | 8% | 0% | 4% | -13%
Oc1c(Br)cc(Br)cc1C=Nc1ccc2c(c1)OCO2 | 13% | -3% | i | 0.1% | -11% | ? | -3% | -24% | 17%
O=C(NCc1ccco1)c1cccnc1Cl | -27% | 0% | i | 2.2% | -2% | -4% | -7% | 7% | ?
COc1ccc2[nH]c(=O)c(CN(C(=O)c3cccnc3)c3ccccc3)cc2c1 | -12% | 2% | i | -0.2% | 1% | 9% | 2% | 14% | 20%
COc1ccc(C(=O)Nc2ccc(S(=O)(=O)Nc3nccnc3OC)cc2)cc1 | 3% | 4% | i | -0.1% | 22% | 7% | -18% | -33% | -7%
O=[N+]([O-])c1ccc(C2=CSC3=NCCN23)cc1 | 13% | 2% | nt | -0.7% | 10% | 1% | -3% | -15% | 2%
CC(C)(C)NC(=O)CSc1nc(N)c(NC(=O)c2ccccc2F)c(=O)[nH]1 | 0% | -3% | i | -0.3% | 12% | 0% | -6% | 16% | 4%
O=C(NCc1ccccc1Cl)C1CCC(=O)N1Cc1ccc(F)cc1 (centres undefined) | 0% | 0% | i | 1.5% | 6% | 15% | 2% | nt | 5%
COc1ccc(/C=C/C(=O)Nc2nc3n(n2)C(c2ccc(F)cc2)C=C(c2ccccc2)N3)cc1 (centres undefined) | 48%[activator] | 2% | i | 5.8% | nt | nt | -64% | 1% | ?
COC(=O)c1ccc(N=C2SCC(=O)N2C)cc1 | 1% | -4% | i | 0.3% | -2% | -27% | -1% | 5% | 2%
CC(=O)N1CC(=O)N=C1SCC(=O)Nc1nc(C)c(-c2ccccc2)s1 | -31% | -12% | i | 12% | 3% | ? | -29% | -32% | -8%
Cc1cccc(N2CCN(C(=O)c3ccc(N4CCCC4=O)cc3)CC2)c1C | 5% | -23% | i | -0.3% | -5% | -2% | -2% | ? | ?
Cc1c(C)n(Cc2ccc(F)cc2)c2ccc(C(=O)NCCCN3CCOCC3)cc12 | -26% | -12% | ? | 1.7% | 0% | 22% | -23% | ? | -13%
O=[N+]([O-])c1ccccc1S(=O)(=O)N1CCN(C2CCN(Cc3ccccc3)CC2)CC1 | -9% | 4% | i | 1.5% | 7% | ? | -35% | -8% | 8%
CC(=O)C1=CCC(c2ccccc2)N(S(=O)(=O)c2ccccc2C)C1 (centres undefined) | -22%&-5% | nt | i | 14%&14% | -20%&-8% | nt | 2%&14% | -9%&-5% | nt
CC(Oc1ccc2c3c(c(=O)oc2c1)CCC3)C(=O)NCc1ccccn1 (centres undefined) | -3% | 7% | i | -0.2% | -5% | 0% | 9% | 1% | 5%
Oc1ccc2cccnc2c1 | ? | -2% | i | 1.0% | -1% | -6% | 1% | -11% | -8%
O=C(Nc1nnc(SCc2ccccc2F)s1)c1ccco1 | -5% | -1% | i | 8.3% | -2% | -2% | 1% | 18% | 0%
CC(C)(C)c1ccc(/C=N/OCC(=O)NCc2ccccc2)cc1 | -27% | 0% | i | -0.7% | -21% | ? | -34% | -28% | -1%
CCc1cc2c3c(c1)/C(=C1/SC(N)=NC1=O)C(=O)N3C(C)(C)C=C2C | -9% | -4% | nt | -0.2% | -1% | -4% | -8% | nt | -18%
COc1cccc(NC(=S)NNC(=O)Cn2nc(C(F)(F)F)cc2C)c1 | -14% | 5% | i | -0.6% | 0% | 9% | -12% | -5% | -7%
Cc1cccc(-n2ncc(C#N)c2-n2cccc2)c1 | ? | 7% | i | -0.2% | 10% | -12% | 9% | -1% | nt
COc1ccc2oc(C(=O)Nc3ccccn3)c(C)c2c1 | -12% | -2% | i | ? | -14% | 7% | -27% | -1% | ?
Cc1cc(-c2nc3ncccc3o2)ccc1NC(=O)c1ccc(Cl)cc1 | 0% | 2% | i | -0.6% | nt | nt | -94% | -7% | -17%
Cc1ccc(C)c(N2CCN(C(=O)C3CCN(S(=O)(=O)c4cccc5nsnc45)CC3)CC2)c1 | -3% | -16% | i | -0.6% | 0% | 13% | -16% | ? | ?
NS(=O)(=O)c1ccc(CNC(=O)CSc2nc3ccc(Cl)cc3[nH]2)cc1 | 19% | 0% | i | -0.6% | 12% | -2% | -9% | 4% | 2%
CC(C)(C)OC(=O)C[C@H]1C/C=C\C[C@H](CC(=O)NCCO)C(=O)NCCOC1=O | 13% | -8% | i | 0.0% | 17% | -5% | 0% | 2% | -1%
CCCn1c(O)c(N=N)c2ccccc21 | 1% | 1% | i | 0.0% | 16% | -1% | 1% | -3% | -10%
CCOC(=O)c1ccc(NC(=S)N(CCCN2CCCCC2)Cc2ccco2)cc1 | 0.63µM* | -24% | i | 0.2% | -1% | 0% | -26% | -1% | 16%
CCc1nc(NC2CCCCC2)c(C#N)c2c1COC(C)(C)C2 | ? | 19% | i | -0.3% | 0% | ? | -60% | -2% | nt

No new results follow: entries from further up.
smiles | TGFb inhibitor | A549 viability | S2 tox | Nrf2 ARE act | EPAC2 antagonist | MCF10A rereplic | HepG2 viability | ATXN2 expr inh | Nrf2 inh
Cc1cccc(-n2ncc(C#N)c2-n2cccc2)c1 | ? | 7% | i | -0.2% | 10% | -12% | 9% | -1% | nt
COc1ccc2oc(C(=O)Nc3ccccn3)c(C)c2c1 | -12% | -2% | i | ? | -14% | 7% | -27% | -1% | ?
Cc1cc(-c2nc3ncccc3o2)ccc1NC(=O)c1ccc(Cl)cc1 | 0% | 2% | i | -0.6% | nt | nt | -94% | -7% | -17%
Cc1ccc(C)c(N2CCN(C(=O)C3CCN(S(=O)(=O)c4cccc5nsnc45)CC3)CC2)c1 | -3% | -16% | i | -0.6% | 0% | 13% | -16% | ? | ?
NS(=O)(=O)c1ccc(CNC(=O)CSc2nc3ccc(Cl)cc3[nH]2)cc1 | 19% | 0% | i | -0.6% | 12% | -2% | -9% | 4% | 2%
CC(C)(C)OC(=O)C[C@H]1C/C=C\C[C@H](CC(=O)NCCO)C(=O)NCCOC1=O | 13% | -8% | i | 0.0% | 17% | -5% | 0% | 2% | -1%
